Screens deposited in PubChem BioAssay by National Center for Advancing Translational Sciences (NCATS).
PI5P4Ka inh: qHTS for Inhibitors of phosphatidylinositol 5-phosphate 4-kinase (PI5P4K); Phosphatidylinositol 5-phosphate 4-kinase type-2 alpha (Homo sapiens), P48426; PI5P4Kalpha enzyme, ADP-Glo luminescence, 60 min; hits give low values; max response, %; 1.2% of 330,000 active; AID 652105, 2013; active means max response of -50% or lower; inconclusive means between -30% and -50%; inactive means -30% or higher; further: value at the top dose of about 77 µM; on the % scale 0 is the no-effect control and ±100 the full control effect
Target sequence (P48426 whole entry, looked up): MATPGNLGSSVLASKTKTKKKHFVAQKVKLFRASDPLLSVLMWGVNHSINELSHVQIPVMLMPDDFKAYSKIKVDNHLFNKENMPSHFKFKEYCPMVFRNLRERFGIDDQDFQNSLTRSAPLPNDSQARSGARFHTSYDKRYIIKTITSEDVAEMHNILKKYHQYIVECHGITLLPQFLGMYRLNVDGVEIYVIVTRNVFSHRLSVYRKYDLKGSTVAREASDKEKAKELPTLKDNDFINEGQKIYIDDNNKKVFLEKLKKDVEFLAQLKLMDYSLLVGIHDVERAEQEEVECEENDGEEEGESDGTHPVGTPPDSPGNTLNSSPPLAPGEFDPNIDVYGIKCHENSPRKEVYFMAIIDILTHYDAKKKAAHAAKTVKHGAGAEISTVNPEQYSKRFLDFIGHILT
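Single end-point luminescence (ADP-Glo) quantified ADP from PI5P4Kalpha turnover; ATP 5 microM final, 1 h at RT, 0.1% CHAPS and 0.28 mM EGTA in HEPES pH 7.4.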
Mm-Cpn inhibitor: Inhibitors of TCP-1 ring complex (TRiC) of Methanococcus maripaludis (MmCpn): qHTS. Chaperonin Mm-Cpn (Methanococcus maripaludis). Potency, µM (series often up to 76.9 µM), inactives show at the highest dose activity, negative = inhibition, hits mostly inhibitors. purified Mm-Cpn ATPase, ADP Transcreener TR-FRET. AID 504842, 2011. 0.031% of 330,000 active; further: potency means the concentration at half of the fitted maximal effect; on the % scale 0 is the no-effect control and ±100 the full control effect; nearly all actives have a fitted effect of over 80% in size
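Quantitative HTS used 25 nM Mm-CPN and 10 uM ATP in magnesium/KCl Tris buffer, pH 7.4, with 1 mM DTT. Hydrolysis ran 30 min at 37°C; ADP was read by HTRF.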
EPAC2 antagonist: qHTS for Antagonist of cAMP-regulated guanine nucleotide exchange factor 2 (EPAC2): primary screen. EPAC2 GEF exchange of Rap1B-BODIPY-GDP, fluorescence. Potency, µM (top dose mostly 114 µM), without a hit: at the top dose activity, negative = inhibition, usual class: inhibitors. 0.18% of 360,000 active; further: potency means the concentration at half of the fitted maximal effect; on the % scale 0 is the no-effect control and ±100 the full control effect; nearly all actives have a fitted effect of over 45% in size; many of its hits are not listed in these tables
WRN helicase inh: qHTS for Inhibitors of WRN Helicase; Bifunctional 3'-5' exonuclease/ATP-dependent helicase WRN (Homo sapiens), Q14191; WRN helicase unwinding, fluorescent forked duplex, kinetic; Potency, µM (top dose mostly 114 µM), for the others: at the top dose activity change, negative = inhibition, usual class: inhibitors; 0.46% of 360,000 active; AID 651768, 2012; further: potency means the concentration at half of the fitted maximal effect; on the % scale 0 is the no-effect control and ±100 the full control effect; nearly all actives have a fitted effect of over 55% in size
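Fluorescence dequenching readout, ex 525 nm/em 598 nm, kinetic mode: forked duplex DNA (100 nM final) with adjacent fluorophore and quencher unwound by WRN (20 nM final) with 2 mM ATP. Compound preincubation 15 min, room temperature.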
CCT chaperon mod: High-Throughput Screening for Modulators of Cytosolic Chaperonin Activity; activity change, % (test concentration not listed), hits read low; purified chaperonin ATPase assay, HTRF ADP detection, 30 min; 0.3% of 360,000 active; in the data active means activity change below about -30%; further: on the % scale 0 is the no-effect control and ±100 the full control effect
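Nucleotide hydrolysis assay: TRiC at 20–40 nM final (set by batch activity) with 10 uM ATP, 30 min at 37 °C, in presence of 76 uM compound. Detection by competitive ADP HTRF, 30 min ambient.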
EPAC1 antag: qHTS for Antagonist of cAMP-regulated guanine nucleotide exchange factor 3 (EPAC1): primary screen; Rap guanine nucleotide exchange factor 3 (Homo sapiens), O95398; Potency, µM (top dose mostly 115 µM), for the others: at the top dose activity change, negative = inhibition, actives largely listed as inhibitors; EPAC1 GEF assay, Rap1b-BODIPY-GDP exchange fluorescence; 0.14% of 360,000 active;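 further: potency means the concentration at half of the fitted maximal effect; plate controls were vehicle for no effect and positive control for full effect; nearly all actives have a fitted effect of over 50% in size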
EPAC1 ag: qHTS for Agonist of cAMP-regulated guanine nucleotide exchange factor 3 (EPAC1): primary screen; Potency, µM (titrated, usually from 154 µM), inactives show at the highest dose activation, actives largely listed as activators; EPAC1 agonist qHTS, biochemical assay; response scale: 100% = response to 6.5 mM cAMP; AID 720707, 2013; 0.073% of 360,000 active; further: potency means the concentration at half of the fitted maximal effect; nearly all actives have a fitted effect of over 60% in size
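Multi-concentration qHTS readout: loss of Rap1B-bound BODIPY-GDP fluorescence driven by 100 nM EPAC1 with excess GDP (50 uM), monitored kinetically at room temperature; agonist response expressed relative to 6.5 mM cAMP.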
PLK1 PBD inh: qHTS for Inhibitors of PLK1-PDB (polo-like kinase 1 - polo-box domain): Primary Screen; Serine/threonine-protein kinase PLK1 (Homo sapiens), P53350; Plk1 PBD binding of FITC phosphopeptide, fluorescence polarization; Potency, µM, without a hit: max response, negative = inhibition, usual class: inhibitors; 2.8% of 360,000 active; AID 720504, 2013; further: potency means the concentration at half of the fitted maximal effect; series mostly up to about 57 µM; on the % scale 0 is the no-effect control and ±100 the full control effect; nearly all actives have a fitted effect of over 65% in size
Target sequence (P53350 whole entry, looked up, the tested form may be a part): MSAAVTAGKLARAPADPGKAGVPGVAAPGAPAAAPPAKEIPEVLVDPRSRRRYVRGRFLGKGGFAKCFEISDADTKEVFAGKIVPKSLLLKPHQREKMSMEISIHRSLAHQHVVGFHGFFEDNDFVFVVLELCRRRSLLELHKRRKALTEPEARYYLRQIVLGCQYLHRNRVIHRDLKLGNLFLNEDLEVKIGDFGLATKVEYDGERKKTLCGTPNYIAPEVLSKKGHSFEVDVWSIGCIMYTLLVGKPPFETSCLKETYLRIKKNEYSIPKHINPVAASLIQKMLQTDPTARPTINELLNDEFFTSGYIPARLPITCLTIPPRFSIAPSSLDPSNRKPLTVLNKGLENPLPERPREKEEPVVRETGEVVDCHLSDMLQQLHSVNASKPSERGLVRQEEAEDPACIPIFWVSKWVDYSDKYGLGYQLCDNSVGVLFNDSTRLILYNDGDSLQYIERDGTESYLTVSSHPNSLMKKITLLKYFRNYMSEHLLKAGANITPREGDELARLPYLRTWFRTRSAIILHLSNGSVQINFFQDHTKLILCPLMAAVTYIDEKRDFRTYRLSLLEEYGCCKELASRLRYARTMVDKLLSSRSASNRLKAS
An asterisk follows results filed as active; [ ] = another dose, or the depositor's remark. Unless noted, the call rests on the fitted dose curve; in most records, active means well fitted curve in the direction sought with a large enough effect; inconclusive means small, poorly fitted or top-dose-only effect, or another doubt; inactive means no such curve, though single readings can be large; an effect the other way counts as inactive or inconclusive. A portion of the library; the hit share may differ from the screen's.

Start of the listing, in advance:
Screening CCOC(=O)N1CCN(CC(=O)NC(=O)Nc2ccc3c(c2)OCCO3)CC1 returned PI5P4Ka inh 10, Mm-Cpn inhibitor -2%, EPAC2 antagonist 4%, WRN helicase inh -13%, CCT chaperon mod -2.2, EPAC1 antag 2%, EPAC1 ag -3% and PLK1 PBD inh -1%.
For COc1ccc(CN2CCC2(C)C(=O)NCCNC(C)=O)c2ccccc12 (configuration not stated) the results were PI5P4Ka inh 0, EPAC2 antagonist 6%, WRN helicase inh 8%[57.1 µM], CCT chaperon mod 0.2, EPAC1 antag 1%, EPAC1 ag -3% and PLK1 PBD inh -6%.
Screening CCOc1cc(/C=C2\C(=O)N(c3cccc(C(F)(F)F)c3)C(=O)c3ccccc32)ccc1O returned PI5P4Ka inh 4, Mm-Cpn inhibitor 1%, EPAC2 antagonist -8%, WRN helicase inh -11%, CCT chaperon mod -1.0, EPAC1 antag 6%, EPAC1 ag 2% and PLK1 PBD inh inconclusive.

Main list, repeating the preview:
Screening CCOC(=O)N1CCN(CC(=O)NC(=O)Nc2ccc3c(c2)OCCO3)CC1 returned PI5P4Ka inh 10, Mm-Cpn inhibitor -2%, EPAC2 antagonist 4%, WRN helicase inh -13%, CCT chaperon mod -2.2, EPAC1 antag 2%, EPAC1 ag -3% and PLK1 PBD inh -1%.
For COc1ccc(CN2CCC2(C)C(=O)NCCNC(C)=O)c2ccccc12 (configuration not stated) the results were PI5P4Ka inh 0, EPAC2 antagonist 6%, WRN helicase inh 8%[57.1 µM], CCT chaperon mod 0.2, EPAC1 antag 1%, EPAC1 ag -3% and PLK1 PBD inh -6%.
Screening CCOc1cc(/C=C2\C(=O)N(c3cccc(C(F)(F)F)c3)C(=O)c3ccccc32)ccc1O returned PI5P4Ka inh 4, Mm-Cpn inhibitor 1%, EPAC2 antagonist -8%, WRN helicase inh -11%, CCT chaperon mod -1.0, EPAC1 antag 6%, EPAC1 ag 2% and PLK1 PBD inh inconclusive.
`COc1ccc(C(=O)c2c(-c3cccc(C)c3)oc3ccc(N4CCOCC4)cc23)cn1` gave PI5P4Ka inh 7, Mm-Cpn inhibitor inconclusive, EPAC2 antagonist -5%, WRN helicase inh 8%, CCT chaperon mod -2.5, EPAC1 antag 8%, EPAC1 ag 5% and PLK1 PBD inh 0%.
`COC(=O)COc1cc(OCC(=O)OC)c2c(-c3ccccc3)cc(=O)oc2c1` gave PI5P4Ka inh 0, Mm-Cpn inhibitor -1%, EPAC2 antagonist -3%, WRN helicase inh 4%, CCT chaperon mod 0.4, EPAC1 antag -3%, EPAC1 ag 3% and PLK1 PBD inh 2%.
`CCN(c1ccccc1)S(=O)(=O)c1ccc(Cl)c(NC(=O)CSc2nc(N)cc(=O)[nH]2)c1` gave PI5P4Ka inh -6, EPAC2 antagonist -18%, WRN helicase inh 11%, CCT chaperon mod -0.1, EPAC1 antag 3%, EPAC1 ag 13% and PLK1 PBD inh -8%.
`COc1ccc(-c2nnc(SCC(=O)NC(=O)Cc3ccccc3)n2C)cc1` gave PI5P4Ka inh 1, Mm-Cpn inhibitor 2%, EPAC2 antagonist -3%, WRN helicase inh 3%, CCT chaperon mod -0.6, EPAC1 antag 14%, EPAC1 ag -2% and PLK1 PBD inh 6%.
CN(CCc1ccccc1)C(=O)c1ccc(NC(=O)Cc2ccc(NC(=O)C3CCN(C(=O)C4CCCCC4)CC3)cc2)cc1 was read as PI5P4Ka inh 1, EPAC2 antagonist -4%, WRN helicase inh 1%, CCT chaperon mod -1.7, EPAC1 antag 0%, EPAC1 ag -4% and PLK1 PBD inh 2%.
`CCOC(=O)N1CCC(N2Cc3cccc(C(=O)NCc4ccccc4OC)c3C2=O)CC1` gave PI5P4Ka inh -11, Mm-Cpn inhibitor 1%, EPAC2 antagonist -1%, WRN helicase inh -4%, CCT chaperon mod -0.9, EPAC1 antag 3%, EPAC1 ag -6% and PLK1 PBD inh -8%.
O=C1CC(c2ccc(F)cc2)Sc2nc(-c3ccccc3)c(-c3ccccc3)n21 (configuration not stated) was read as PI5P4Ka inh 10, Mm-Cpn inhibitor 0%, EPAC2 antagonist 0%, WRN helicase inh -14%, CCT chaperon mod -0.2, EPAC1 antag -23%, EPAC1 ag -12% and PLK1 PBD inh -8%.
`CCOc1ccc(C(=O)NC(=S)Nc2cccnc2)cc1` gave PI5P4Ka inh 4, Mm-Cpn inhibitor 1%, EPAC2 antagonist 7%, WRN helicase inh 7%, CCT chaperon mod -0.7, EPAC1 antag -9%, EPAC1 ag 4% and PLK1 PBD inh -7%.
`Cc1ccc(C(=O)NCC(=O)OC(C)C(=O)Nc2ccc(N3CCOCC3)cc2)s1` (configuration not stated) gave PI5P4Ka inh -22, Mm-Cpn inhibitor 4%, EPAC2 antagonist 16%, WRN helicase inh -1%, CCT chaperon mod 1.2, EPAC1 antag 6%, EPAC1 ag -9% and PLK1 PBD inh 1%.
For CCOC(=O)c1c(C)nn(-c2ccc(NC(=O)c3cccs3)cc2)c1C the results were PI5P4Ka inh 4, Mm-Cpn inhibitor 1%, EPAC2 antagonist -10%, WRN helicase inh 6%, CCT chaperon mod -2.9, EPAC1 antag -12%, EPAC1 ag 5% and PLK1 PBD inh -1%.
For Cc1ccccc1OCC(=O)N/N=C/c1ccc2c(c1)OCCO2 the results were PI5P4Ka inh -3, Mm-Cpn inhibitor 2%, EPAC2 antagonist -2%, WRN helicase inh 21%, CCT chaperon mod 1.6, EPAC1 antag 12%, EPAC1 ag -8% and PLK1 PBD inh -9%.
For O=C(Nc1ccccc1C(=O)Nc1ccccc1)c1ccco1 the results were PI5P4Ka inh -1, Mm-Cpn inhibitor 1%, EPAC2 antagonist 5%, WRN helicase inh 8%, CCT chaperon mod 0.3, EPAC1 antag 2%, EPAC1 ag 2% and PLK1 PBD inh -3%.
`Nc1nonc1C(=O)NCCN=Cc1ccccc1O` gave PI5P4Ka inh 9, Mm-Cpn inhibitor -4%, EPAC2 antagonist -6%, WRN helicase inh -10%, CCT chaperon mod -1.0, EPAC1 antag -1%, EPAC1 ag 6% and PLK1 PBD inh -8%.
`Cn1c(C(=O)OC(C(=O)NC2CCCCC2)c2cccnc2)cc2sccc21` (configuration not stated) gave PI5P4Ka inh 0, Mm-Cpn inhibitor inconclusive, EPAC2 antagonist 12%, WRN helicase inh -3%, CCT chaperon mod 1.0, EPAC1 antag 18%, EPAC1 ag 9% and PLK1 PBD inh -6%.
Screening O=C(NC1CCCCC1)C(c1cc2ccccc2o1)n1c(=O)c(-c2ccco2)nc2ccccc21 (configuration not stated) returned PI5P4Ka inh -75*, EPAC2 antagonist -8%, WRN helicase inh -13%, EPAC1 antag inconclusive, EPAC1 ag -21% and PLK1 PBD inh inconclusive.
CCOC(=O)C1CCCN(S(=O)(=O)c2ccc3ccccc3c2)C1 (configuration not stated) was read as PI5P4Ka inh 4, Mm-Cpn inhibitor 2%, EPAC2 antagonist -15%, WRN helicase inh 1%, CCT chaperon mod -1.0, EPAC1 antag -15%, EPAC1 ag -6% and PLK1 PBD inh -1%.
`C/C(=N\NC(=O)CC1N=C(Cc2ccccc2)NNC1=O)c1ccc(Cl)cc1Cl` (configuration not stated) gave PI5P4Ka inh -13, Mm-Cpn inhibitor 1%, EPAC2 antagonist 5%, WRN helicase inh 3%, CCT chaperon mod -3.2, EPAC1 antag 4%, EPAC1 ag 1% and PLK1 PBD inh -1%.
For Cc1ccnc(SCC(=O)c2ccc([N+](=O)[O-])cc2)n1 the results were PI5P4Ka inh -5, Mm-Cpn inhibitor 1%, EPAC2 antagonist -3%, WRN helicase inh -2%, CCT chaperon mod -4.0, EPAC1 antag 14%, EPAC1 ag 4% and PLK1 PBD inh -18%.
For Cc1ccc(S(=O)(=O)N2C[C@H]3[C@H]4C(=O)N(c5ccccc5)C(=O)[C@H]4C[C@H](OC(=O)Nc4cccs4)[C@@]3(O)C2)cc1 the results were PI5P4Ka inh -4, EPAC2 antagonist -13%, WRN helicase inh -4%, CCT chaperon mod -0.8, EPAC1 antag -18%, EPAC1 ag -1% and PLK1 PBD inh inconclusive.
`CCOc1ncccc1C(=O)N1CCN(c2cccc(C)c2C)CC1` gave PI5P4Ka inh 0, Mm-Cpn inhibitor -1%, EPAC2 antagonist -13%, WRN helicase inh -28%[57.1 µM], CCT chaperon mod -2.2, EPAC1 antag -12%, EPAC1 ag 7% and PLK1 PBD inh -17%.
COc1cccc(OCC(O)CNC(=O)c2oc3c(C)c(C)ccc3c2C)c1 (configuration not stated) was read as PI5P4Ka inh 7, Mm-Cpn inhibitor 3%, EPAC2 antagonist -10%, WRN helicase inh -4%, CCT chaperon mod 1.6, EPAC1 antag inconclusive, EPAC1 ag 11% and PLK1 PBD inh -1%.
O=C(NCCc1c[nH]c2ccccc12)/C(=C\c1cccnc1)NC(=O)c1ccccc1F was read as PI5P4Ka inh 1, Mm-Cpn inhibitor 1%, EPAC2 antagonist 3%, WRN helicase inh 5%, CCT chaperon mod -2.8, EPAC1 antag 10%, EPAC1 ag 6% and PLK1 PBD inh -2%.
`CCCn1nc2cc(C(=O)NCCc3cccs3)ccc2c1OCC` gave PI5P4Ka inh -2, Mm-Cpn inhibitor -5%, EPAC2 antagonist 1%, WRN helicase inh 11%, CCT chaperon mod 1.5, EPAC1 antag 3%, EPAC1 ag -15% and PLK1 PBD inh 2%.
For Clc1ccc(OCc2nnc(-c3ccccc3Br)o2)cc1 the results were Mm-Cpn inhibitor -5%, EPAC2 antagonist -11%, WRN helicase inh -8%, CCT chaperon mod -0.3, EPAC1 antag -24%, EPAC1 ag 25% and PLK1 PBD inh -8%.
Screening Fc1ccc(CNCc2ccccc2C(F)(F)F)cc1 returned PI5P4Ka inh 16, Mm-Cpn inhibitor 0%, EPAC2 antagonist -5%, WRN helicase inh -10%[57.1 µM], CCT chaperon mod 1.8, EPAC1 antag -22%, EPAC1 ag -6% and PLK1 PBD inh -1%.
